MC4R antagonist – MC4R antagonists of cAMP signaling, primary screen, cell-based, TR-FRET, antagonist arm of biased-ligand search; Melanocortin receptor 4 (Homo sapiens), P32245; MC4R-expressing cells, MTII-stimulated cAMP, LANCE TR-FRET; inhibition, % at 6.5 µM; 360,000 compounds, 0.48% hits; AID 540295, 2011;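 active means inhibition above its plate's cutoff, the mean of tested wells on that plate plus 3 SD, cut at about 29% in these data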;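 further: 0% = Melanotan II alone and 100% = Melanotan II plus saturating MCL0020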
Target sequence (P32245 whole entry, looked up): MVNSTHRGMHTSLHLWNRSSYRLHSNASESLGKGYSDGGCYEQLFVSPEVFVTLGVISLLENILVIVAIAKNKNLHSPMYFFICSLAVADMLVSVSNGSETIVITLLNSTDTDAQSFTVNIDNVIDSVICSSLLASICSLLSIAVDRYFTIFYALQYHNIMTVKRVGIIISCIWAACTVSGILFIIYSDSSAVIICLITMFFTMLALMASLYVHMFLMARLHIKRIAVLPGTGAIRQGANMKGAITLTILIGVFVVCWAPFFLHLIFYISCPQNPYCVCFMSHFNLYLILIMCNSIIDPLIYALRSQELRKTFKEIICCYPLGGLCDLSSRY
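Material: U2OS-MC4R stable cell line | Reagent: Melanotan II challenge after compound preincubation | Doses: One concentration, 6.5 µM nominal | Incubation: 30-min compound preincubation, 1-h Melanotan II challenge, 1-h detection, room temperature | Signal: TR-FRET cAMP assay | Replicates: One well per compound, no replicates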
TLR9-MyD88 block – inhibitors of TLR9-MyD88 association in cells, primary screen, cell-based, CHO, BLA complementation, fluorescence; Toll-like receptor 9 (Homo sapiens) + Myeloid differentiation primary response protein …; CCF4 FRET ratio; inhibition, % at 4.98 µM; 340,000 compounds, 0.21% hits; AID 504734, 2011;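 active means inhibition above the mean over all tested compounds plus 3 SD, cut at about 21% in these data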;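 further: 0% = DMSO only wells and 100% = clavulanate BLA inhibitor control wells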
COUP-TFII inh – NR2F2 transcriptional activity inhibitors, primary screen, cell-based, luciferase reporter, HEK293T, luminescence | HEK293T NGFI-A luciferase reporter | inhibition, % at 8.6 µM | 370,000 compounds, 0.7% hits;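 active means inhibition above a per-plate cutoff, mean inhibition of test wells between control levels plus 3 SD, cut at about 38% in these data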;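 further: cells cotransfected with COUP-TFII expression vector driving the NGFI-A reporter; 0% = median of COUP-TF2 test wells and 100% = reporter-only cells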
Target sequence (P24468 whole entry, looked up): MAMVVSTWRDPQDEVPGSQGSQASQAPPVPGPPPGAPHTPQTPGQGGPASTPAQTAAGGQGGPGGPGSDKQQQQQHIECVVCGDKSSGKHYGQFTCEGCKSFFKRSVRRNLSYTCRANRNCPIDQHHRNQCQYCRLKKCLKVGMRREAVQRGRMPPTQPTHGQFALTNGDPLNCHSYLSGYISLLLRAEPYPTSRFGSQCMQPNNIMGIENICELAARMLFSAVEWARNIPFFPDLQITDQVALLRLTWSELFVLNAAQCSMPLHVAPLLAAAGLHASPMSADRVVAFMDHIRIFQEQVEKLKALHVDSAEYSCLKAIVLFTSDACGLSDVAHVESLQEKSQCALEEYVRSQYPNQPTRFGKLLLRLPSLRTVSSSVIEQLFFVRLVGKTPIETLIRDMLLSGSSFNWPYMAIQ
ABHD5-PLIN5 inh – ABHD5-PLIN5 interaction inhibitors, primary screen, cell lysate, split luciferase complementation, luminescence. Split G. princeps luciferase complementation, 4 h. inhibition, % at 4 µM. 360,000 compounds, 0.78% hits;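 active means inhibition above the mean inhibition across every tested compound plus 3 SD, cut at about 22% in these data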;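 further: 0% = DMSO only wells and the 100% control is not disclosed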
SRC3 inh – SRC3 coactivator transcriptional activity inhibitors, primary screen, cell-based, luminescence. 360,000 compounds, 0.17% hits. HEK293 GAL4-SRC3 luciferase reporter. Nuclear receptor coactivator 3 (Homo sapiens), Q9Y6Q9. inhibition, % at 3.6 µM. AID 588352, 2011;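 active means inhibition above a per-campaign cutoff, the mean of all compounds plus 3 SD, cut at about 60% in these data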;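 further: 0% = DMSO-treated cells and 100% = gossypol-treated cells at 36 µM; higher means less SRC3-driven luciferase light from the GAL4 reporter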
SRC1 inh – SRC1 coactivator transcriptional activity inhibitors, primary screen, cell-based, luminescence. HEK293 GAL4-SRC1 luciferase reporter. inhibition, % at 3.6 µM. 360,000 compounds, 0.12% hits. AID 588354, 2011;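 active means inhibition above the campaign mean plus 3 SD, with each screening campaign given its own cutoff, cut at about 60% in these data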;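 further: 0% = DMSO treated cells and 100% = gossypol at 36 µM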
NOD2-RIPK2 inh – NOD2-RIPK2 binding disruptors in cells, primary screen, fluorescence, CHO cells, BLA complementation. inhibition, % at 4.98 µM. 360,000 compounds, 0.38% hits. CCF4 ratio. AID 624267, 2012; in the data active means inhibition above about 21%;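 further: 0% = vehicle only and 100% = reference blocker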
NCOA2 inhibitor – inhibition of GAL4-SRC2 driven luciferase reporter, primary screen, SRC2 inhibitor project, cell-based, luminescence; 370,000 compounds, 0.17% hits; Nuclear receptor coactivator 2 (Homo sapiens), Q15596; AID 651957, 2012; inhibition, % at 9 µM; HEK293 GAL4-SRC2 luciferase reporter;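 active means inhibition above the mean inhibition of all tested compounds plus 3 SD, set per campaign, cut at about 52% in these data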;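 further: 0% = DMSO treated cells and 100% = cells given Gossypol at 36 µM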
EBV LMP1 NFkB – EBV LMP1-driven NF-kappaB luciferase reporter inhibitors, primary screen, cell-based, luminescence, single point. LMP1-induced NF-kappaB luciferase reporter cells. inhibition, % at 12.5 µM. 350,000 compounds, 0.69% hits; in the data active means inhibition above about 41%;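 further: 0% = neutral control wells and 100% = reference inhibitor control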
LRH-1 inv ag – LRH-1 (NR5A2) inverse agonists, primary screen, cell-based, luminescence, HEK293T, StAR-luciferase reporter; Nuclear receptor subfamily 5 group A member 2 (Homo sapiens), O00482; LRH-1 transfected, 24 h; inhibition, % at 3.6 µM; 360,000 compounds, 0.13% hits;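 active means inhibition above the mean inhibition of all tested compounds plus 3 SD, cut at about 73% in these data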;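 further: 0% = DMSO wells and 100% = reporter-only cells lacking LRH-1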
MC4R barr agon – MC4R agonists recruiting beta-arrestin, primary screen, cell-based, luminescence, agonist arm of biased-ligand search; Melanocortin receptor 4 (Homo sapiens), P32245; U2OS MC4R beta-arrestin complementation; percent of melanotan II response, DMSO zero; 360,000 compounds, 0.98% hits; activation, % at 8.9 µM; AID 540308, 2011;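 active means activation above a per-plate cutoff, the mean activation of sample wells on that plate plus 3 SD, cut at about 8% in these data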
* hit, by the source's call; x = not tested or not shown.

SMILES	MC4R antagonist	TLR9-MyD88 block	COUP-TFII inh	ABHD5-PLIN5 inh	SRC3 inh	SRC1 inh	NOD2-RIPK2 inh	NCOA2 inhibitor	EBV LMP1 NFkB	LRH-1 inv ag	MC4R barr agon
CCOC(=O)C1=C(c2ccccc2)NC(=O)NC1c1cc(Cl)c(O)c(OC)c1 (stereo not given)	17.8	-11.5	15.2	-2.8	11.9	-11.8	-3.4	7.2	-0.6	-8.7	-1.3
Cc1cc(C)cc(N2CC(C(=O)NC3CCCCC3)CC2=O)c1 (stereo not given)	-2.2	-7.1	4.3	1.8	-44.3	-6.4	3.9	-3.5	0.5	4.9	-0.4
COc1ccc(-n2c(-c3ccc(Cl)cc3)n[nH]c2=S)c(OC)c1	-1.0	1.8	-2.5	-8.6	-14.7	1.0	-4.7	18.2	5.2	13.2	-0.7
CCC/C=C1/CCCOC(C(=O)NCc2ccc(C)o2)(C(F)(F)F)C1 (stereo not given)	11.1	1.0	19.8	19.0	7.5	3.6	-4.7	21.1	-0.2	-2.1	1.1
O=C(Nc1cc([N+](=O)[O-])ccc1O)c1ccc2c(c1)C(=O)N(Cc1ccco1)C2=O	11.1	-2.8	-1.5	8.7	-26.5	14.4	-8.4	20.8	7.2	7.2	-0.8
CCOC(=O)N1CCC(N2C(=O)c3ccccc3C2Nc2ccc(C)cc2)CC1 (stereo not given)	8.0	-1.1	10.3	2.8	9.4	3.2	-4.8	7.3	2.5	-3.7	0.5
CCOC(=O)c1cc(C)n(CCCN2CCOCC2)c1C	5.2	-2.2	9.1	5.9	-6.5	-1.1	6.8	13.2	0.3	-5.5	-2.2
c1ccc2cc(C3CCCCC3)ncc2c1	-2.4	6.2	-5.3	-10.4	10.5	-14.1	-14.1	-26.3	-10.9	-0.1	1.8
CCOc1ccc(NC(=S)NC23CC4CC(CC(C4)C2)C3)cc1	7.0	-15.4	-0.7	6.1	-10.0	-16.4	7.4	-15.5	-7.5	4.4	-0.4
COc1cc(SC)ccc1C(=O)OCC(=O)NC1CC1	-0.2	10.3	-11.8	3.2	12.1	-21.5	-8.2	-30.1	7.3	-3.4	-0.1
O=C(CCn1cnc2ccccc2c1=O)Nc1ccc2c(c1)OCCO2	10.7	7.2	-22.6	2.6	-2.7	-32.7	-1.5	-40.1	-7.3	3.1	2.1
C=CCn1c(SCC(=O)Nc2ccccc2CC)nnc1-c1ccncc1	1.3	-5.0	x	-2.8	14.9	-0.9	-2.5	x	3.0	-10.4	-0.8
CC(C)(C)C(=O)COC(=O)CNC(=O)c1ccc(Oc2ccccc2)cc1	28.6*	-1.5	-0.3	4.0	-10.1	-0.8	1.2	7.1	-5.4	-4.9	-1.1
COc1ccc(C(C(C(=O)c2cccs2)N2CCOCC2)N2CCOCC2)cc1OC (stereo not given)	12.3	2.1	-3.7	-7.3	2.4	-9.1	-1.8	2.8	35.9	5.1	-2.5
CCN(C(=O)CSc1nnc(C)n1-c1cccc(C)c1)C1CCS(=O)(=O)C1 (stereo not given)	1.5	1.6	4.0	7.5	0.7	5.1	-0.1	-6.5	4.3	16.3	-1.3
CCOc1ccc(C(=O)Nc2cccc([N+](=O)[O-])c2)cc1Br	-10.4	-4.4	1.8	3.9	-71.2	-55.1	-10.6	-23.8	1.6	-17.0	15.3*
Cc1ccccc1C1C(C#N)=C2N=C(N)c3c(sc4c3CCCCC4)N2C2=C1C(=O)CC(C)(C)C2 (stereo not given)	0.5	5.7	-1.7	-7.7	-2.8	0.7	0.4	-29.5	0.5	-11.1	-1.9
C=CCNC(=S)N/N=C/c1ccc(C(C)(C)C)cc1	12.4	-3.1	11.4	-11.1	4.6	-7.3	-3.4	9.8	-3.3	-11.9	1.4
COCCn1c(CN2CCN(c3cccc(Cl)c3)CC2)nc2c1c(=O)n(C)c(=O)n2C	-5.7	1.0	15.4	6.1	-1.3	-47.8	-1.6	14.4	7.5	9.8	-1.7
O=C1CNC(=S)N1CCc1ccc(O)c(O)c1	2.1	x	0.8	-7.5	16.0	-11.5	-1.3	-9.4	x	-1.2	-0.4
COc1ccc(CC(=O)Nc2ccccc2C(=O)N2CCCC2)cc1	1.1	4.6	12.7	2.5	2.3	-13.2	-1.8	-13.0	6.1	-7.3	-1.8
COCCCN1C(=O)C(O)=C(C(=O)c2ccco2)C1c1ccccc1 (stereo not given)	6.0	4.5	-2.0	-4.7	13.7	-8.8	-7.2	1.4	-1.1	9.9	-0.5
O=C(COCc1cc(-c2ccc3c(c2)OCO3)on1)Nc1cccnc1	8.6	-7.5	-10.9	12.8	10.6	-55.2	-0.8	17.2	-10.7	7.3	-3.1
CN(C)C(=O)CSc1nnc(Cc2ccccc2)n1Cc1ccco1	12.8	-2.8	8.7	2.0	-0.9	4.6	-7.4	-1.1	-28.6	-3.2	0.8
CN1CCN(S(=O)(=O)c2cccc(C(=O)Nc3cc(Cl)ccc3N3CCOCC3)c2)CC1	9.0	-1.1	-15.7	7.8	-2.7	-5.3	3.4	-13.7	-1.5	-7.9	-0.8
Cc1cccc(N2CCN(C(=O)c3ccccc3NC(=O)C3CC=CCC3C(=O)O)CC2)c1 (stereo not given)	12.6	-9.1	-8.9	2.7	0.5	0.5	-0.6	1.3	0.3	-0.7	0.1
Cc1cc(C)n(CCCNC(=O)c2ccco2)n1	12.6	-6.5	-2.3	4.6	6.3	0.1	-3.3	-9.2	9.2	-3.9	-2.6
CC(C)(C)OC(=O)N1CCC(NC(=O)c2ncn(Cc3ccccc3)c2C(=O)NC2CCN(C(=O)OC(C)(C)C)CC2)CC1	10.0	-1.6	12.5	-2.4	-0.1	8.0	-0.6	-62.8	-2.8	17.8	0.4
Cc1ccc(C(=O)NCC(=O)OCC(=O)c2cc(C)n(Cc3ccco3)c2C)cc1	5.3	-15.7	-10.9	8.1	11.9	13.7	-6.2	28.5	-1.7	-2.0	-0.2
O=C(Nc1ccc2c(c1)C(=O)OC2)c1ccc(F)cc1F	-0.1	-11.0	-12.3	-3.3	-14.9	-26.6	-1.0	-16.3	-2.8	-31.9	-0.1
O=C(Cc1ccccc1)Nc1ccccc1C(=O)O	2.8	6.7	2.9	-6.2	-3.6	-41.6	-1.1	-35.1	-6.4	-17.7	-2.4
COc1ccc(N2CCN(S(=O)(=O)c3ccc4c(c3)NC(=O)CS4)CC2)cc1	0.1	-8.7	0.8	-10.8	-15.7	-18.8	-7.5	9.7	-0.3	2.4	-5.0
Fc1ccc(Nc2nc(-c3ccncc3)cs2)cc1	4.8	-12.8	-62.2	0.9	-75.2	-61.9	0.2	-16.1	-19.3	-73.6	4.7
Cc1cnccc1CN(C)Cc1cn(C)nc1-c1cccc(Cl)c1	12.7	-5.6	3.0	7.6	-2.3	-11.3	-8.1	-13.9	5.8	9.2	-0.6
Nc1c(C(=O)NCc2ccco2)c2nc3ccccc3nc2n1CCc1ccc(F)cc1	-13.4	-27.8	12.7	-3.7	5.2	11.1	-3.0	5.6	2.2	2.4	-0.4
COc1ccc(OC)c(NC(=O)COC(=O)CN(C)S(=O)(=O)c2ccc(C)cc2)c1	22.1	3.6	-24.6	-3.6	5.6	11.2	2.5	-23.9	-1.6	17.1	-1.2
O=C(NCC1CCCN1S(=O)(=O)c1cccs1)c1ccccc1 (stereo not given)	6.8	4.5	14.1	-1.1	0.3	-4.2	-10.0	11.2	-6.8	0.8	-1.3
Cc1c(C(=O)OC(C)C(=O)N(C)Cc2ccccc2)oc2ccccc12 (stereo not given)	2.8	-4.5	-3.9	-5.2	10.0	8.3	4.3	14.0	3.7	-7.5	-4.1
CC1CCN(Cc2ccc(-c3nnn(CC(=O)NC4CCCCC4)n3)cc2)CC1	4.3	12.9	-2.3	-1.8	16.7	-22.8	7.2	9.7	-7.8	-14.1	-1.9
Cc1ccc(C(=O)O)cc1N1CCCC1=O	16.1	-11.9	3.1	1.2	-0.1	-3.0	-3.9	13.6	1.4	-7.9	1.0
CCc1ccccc1NC(=O)CC1CS(=O)(=O)CC1CC(=O)Nc1ccccc1CC (stereo not given)	5.6	-11.7	19.3	-6.7	15.4	-2.2	0.9	-8.4	-8.8	-26.4	0.3
O=C(COc1ccc2c(-c3ccccc3)cc(=O)oc2c1)NC1CCS(=O)(=O)C1 (stereo not given)	13.9	7.2	-0.1	-0.3	1.1	-7.1	-4.7	-16.3	0.1	10.1	3.4
CCCCC(=O)Nc1ccc2c3c(cccc13)CC2	1.1	4.7	4.5	-1.8	6.4	0.3	-15.2	6.0	-6.0	-27.0	-1.3
CC(=O)c1cccc(NC(=O)N2C3CCC2CC(NC(=O)C2CC2)C3)c1 (stereo not given)	5.8	2.0	-0.8	-3.4	10.4	-9.2	-5.9	-6.1	0.7	13.0	0.9
N#Cc1c(NC(=O)COC(=O)C2CC3C=CC2C3)oc(-c2ccccc2)c1-c1ccccc1 (stereo not given)	1.4	-0.8	-12.2	-7.1	10.8	-0.6	-10.1	-22.4	-4.2	-3.2	-1.2
N#CCc1ccc(NC(=O)Nc2cccc(Cl)c2)cc1	-3.5	2.8	-15.3	-4.1	-31.6	-57.9	-2.4	-44.8	-15.9	-70.9	-1.0
Cc1ccccc1OCCC(=O)OCC(=O)N(C)c1c(N)n(Cc2ccccc2)c(=O)[nH]c1=O	8.5	4.0	16.3	-6.1	16.8	-15.7	1.2	-16.2	-2.4	19.0	-1.2
NS(=O)(=O)c1ccc(NC(=S)Nc2ccc(F)c(F)c2)cc1	10.3	1.8	-8.6	0.2	3.6	-4.9	4.6	-38.4	1.3	-10.9	1.6
COc1ccc(C(=O)OCC(=O)NC(=O)CCSc2ccccc2)cc1	17.8	-5.4	8.6	-2.0	-5.0	1.6	-12.9	-15.6	1.4	19.7	2.2
CCN1CCN(Cc2ccc(NC(=O)CC3Oc4ccc(C)cc4NC3=O)cc2)CC1 (stereo not given)	3.1	-8.1	3.1	0.1	8.2	3.6	-6.7	6.2	0.5	2.6	-0.1
NS(=O)(=O)c1ccc(NCc2cnc3ccccc3c2)cc1	10.3	-6.3	9.5	4.4	7.8	13.3	-10.7	0.0	-5.0	-21.7	-1.9

Compound activity as filed in PubChem.

This is a subset (hit frequency here may not be typical).
